IDE inh = inhibits human insulin-degrading enzyme in HEK cells. P14735. FAbetaB cleavage, fluorescence polarization. inhibition, % at 5.59 µM. 0.41% of 320,000 active. AID 434962;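 active means percent inhibition above the average of all tested compounds plus 3 SD, set per screening campaign, cut at about 16% in these data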;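 further: IDE supplied by intact live HEK cells; FP after avidin binding of uncleaved biotin substrate so inhibition keeps polarization high; 0% = DMSO wells and 100% = 60 µM reference IDE inhibitor Ii1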
PHOSPHO1 block = inhibitors of human PHOSPHO1 phosphatase | AID 1565 | recombinant PHOSPHO1, absorbance phosphatase assay | inhibition, % at 13.3 µM | Q8TCT1 | 1.1% of 290,000 active; in the data active means inhibition above about 60%
Target sequence (Q8TCT1 whole entry, looked up): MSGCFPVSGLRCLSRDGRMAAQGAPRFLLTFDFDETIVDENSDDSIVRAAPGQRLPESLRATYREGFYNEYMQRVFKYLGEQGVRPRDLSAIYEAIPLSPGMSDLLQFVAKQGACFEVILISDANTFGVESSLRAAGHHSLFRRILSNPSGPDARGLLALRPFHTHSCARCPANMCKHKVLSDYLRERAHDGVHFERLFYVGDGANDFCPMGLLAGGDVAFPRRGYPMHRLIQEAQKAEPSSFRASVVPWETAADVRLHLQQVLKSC
MEKK3 PB1 HTS = MEKK3-MEK5 PB1 interaction, increase or decrease | bead-based flow cytometry, Alexa488-MEK5 binding to MEKK3; actives lie on both sides; 0 = blocked by unlabeled MEK5, 100 = vehicle | AID 1529 | Q99759 | binding response (% of control), % at 10 µM | 1.4% of 290,000 active;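 active means binding response more than 3 SD above or below the average of its plate-row segment, actives on both sides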;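 further: Alexa488 bead fluorescence after subtracting the streptavidin-only scavenger bead signal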
p-CIP stab down = compounds decreasing mouse p/CIP protein stability; Q05BA5; F442A p/CIP-EGFP cells, EGFP fluorescence, 16 h; decrease of EGFP signal, % at 10 µM; 0.01% of 290,000 active; AID 1984;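 active means EGFP signal decrease of at least 30% at 10 µM or well 3 SD below plate mean, unless failing retest; inactive means the rest, including hits failing retest or dose response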; further: some compounds called inactive have numbers as strong as hits; many of its hits are not listed in these tables
CHRM4 PAM = CHRM4 positive allosteric modulation; activation, % at 3 µM; AID 624126; 0.4% of 360,000 active; CHO-K1 hM4/Gqi5, Fluo-8 calcium fluorescence, ACh EC20; 0% = ACh EC20, 100% = maximal ACh;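 active means activation above its plate's cutoff, the mean activation of sample wells plus 3 SD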; further: some results filed as inactive read as strong as hits
Target sequence (P08173 whole entry, looked up): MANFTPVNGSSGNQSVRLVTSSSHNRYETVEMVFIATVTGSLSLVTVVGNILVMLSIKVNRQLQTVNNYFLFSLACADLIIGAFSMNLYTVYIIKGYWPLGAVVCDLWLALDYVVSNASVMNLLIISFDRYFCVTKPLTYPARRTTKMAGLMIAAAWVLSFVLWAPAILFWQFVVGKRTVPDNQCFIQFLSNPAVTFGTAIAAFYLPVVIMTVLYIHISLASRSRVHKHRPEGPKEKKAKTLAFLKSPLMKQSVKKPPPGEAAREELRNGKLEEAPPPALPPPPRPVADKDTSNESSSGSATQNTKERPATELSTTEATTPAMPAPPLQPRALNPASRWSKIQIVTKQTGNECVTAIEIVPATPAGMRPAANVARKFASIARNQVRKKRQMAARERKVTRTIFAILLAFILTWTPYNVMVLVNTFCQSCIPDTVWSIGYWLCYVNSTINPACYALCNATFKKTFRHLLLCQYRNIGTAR
CRFR2-BP antag = antagonists of CRF-binding protein/CRF-R2 receptor complex | HEK293 CRF-R2/CRF-BP, CRF-induced calcium fluorescence | inhibition, % at 11.8 µM | 0.59% of 350,000 active | AID 588475;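 active means inhibition of the ligand-induced calcium signal above about 50% at the single tested concentration, limit read from the data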
IDE act = boosts human insulin-degrading enzyme activity in HEK cells; P14735; 0.073% of 340,000 active; FAbeta-B cleavage, fluorescence polarization; 0% vehicle, 100% cell-free pure enzyme wells; activation, % at 5.96 µM;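 active means activation above the mean of all tested compounds plus 3 SD, set per screening campaign, cut at about 17% in these data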
CRFBP-R2 agonist = agonists of human CRF-binding protein/CRF-R2 receptor complex; HEK293 CRF-R2/CRF-BP, calcium dye fluorescence (FLIPR); percent of saturating CRF peptide response; activation, % at 13.2 µM; 0.46% of 350,000 active; AID 588473;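 active means activation of at least 50%, plus an integration ratio under a set limit after plate pattern correction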;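 further: plate controls were neutral control wells without compound for no effect and CRF at EC100 for full effect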
GalR3 antag = blocks the human galanin receptor 3; O60755; HEK293 GalR3-CNG cAMP membrane potential fluorescence; galR3 body fused to GalR1 C-terminus; inhibition, % at 3 µM; 0.44% of 360,000 active; AID 651719;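 active means inhibition above the screen-wide average plus 3 SD, cut at about 13% in these data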;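 further: forskolin and galanin both at EC90 stimulate the cells; cAMP rise reported by CNG channel membrane potential dye signal; 0% = forskolin plus galanin with DMSO and 100% = forskolin alone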
Target sequence (O60755 1-299 limits assumed): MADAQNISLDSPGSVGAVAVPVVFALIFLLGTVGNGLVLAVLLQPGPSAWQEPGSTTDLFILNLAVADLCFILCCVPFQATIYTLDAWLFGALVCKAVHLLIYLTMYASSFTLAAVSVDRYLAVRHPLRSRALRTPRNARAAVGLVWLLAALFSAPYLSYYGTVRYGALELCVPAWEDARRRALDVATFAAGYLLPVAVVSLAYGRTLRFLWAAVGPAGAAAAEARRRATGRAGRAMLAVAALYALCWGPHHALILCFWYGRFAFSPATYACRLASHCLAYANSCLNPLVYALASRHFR
An asterisk follows results filed as active.

For C[C@@H]1CN([C@@H](C)CO)C(=O)c2cccc(NS(C)(=O)=O)c2O[C@H]1CN(C)Cc1ccc(Oc2ccccc2)cc1 the results were IDE inh 3, CHRM4 PAM 3, CRFR2-BP antag 4, IDE act 0, CRFBP-R2 agonist -2.4 and GalR3 antag -1.
For Cc1ccccc1-c1nc(CN2CCC(C(=O)NCCN3CCOCC3)CC2)c(C)o1 the results were IDE inh -1, PHOSPHO1 block 4, MEKK3 PB1 HTS 103, p-CIP stab down 0, CHRM4 PAM 0, CRFR2-BP antag 7, IDE act 1, CRFBP-R2 agonist 0.5 and GalR3 antag -2.
`Cn1cc(CNCc2cnc3ccccn23)c(-c2ccc(Oc3ccccc3)cc2)n1` gave IDE inh 0, PHOSPHO1 block 44, MEKK3 PB1 HTS 99, p-CIP stab down -8, CHRM4 PAM -11, CRFR2-BP antag -5, IDE act 4, CRFBP-R2 agonist 0.3 and GalR3 antag -9.
O=S(=O)(c1ccccc1F)N1CCN(CCOc2ccccc2)CC1 was read as IDE inh 0, CHRM4 PAM -6, CRFR2-BP antag 5, IDE act 1, CRFBP-R2 agonist 1.8 and GalR3 antag -7.
`Cc1ccc(S(=O)(=O)N2CCN(CC(=O)N/N=C\c3ccncc3)CC2)cc1` gave IDE inh 7, PHOSPHO1 block 28, MEKK3 PB1 HTS 103, p-CIP stab down -3, CHRM4 PAM 2, CRFR2-BP antag 13, IDE act -5, CRFBP-R2 agonist 1.1 and GalR3 antag -6.
`COc1ccccc1NC(=O)CN1C(=O)NC2(CCCc3ccccc32)C1=O` (stereo unspecified) gave IDE inh -3, CHRM4 PAM 15, CRFR2-BP antag 2, IDE act 1, CRFBP-R2 agonist -1.3 and GalR3 antag -2.
Screening COc1ccc(NC(=O)NNC(=O)COc2ccc3cc(Br)ccc3c2)cc1OC returned IDE inh 1, PHOSPHO1 block 24, MEKK3 PB1 HTS 99, p-CIP stab down 6, CHRM4 PAM 1, CRFR2-BP antag 10, IDE act 1, CRFBP-R2 agonist 7.8 and GalR3 antag -3.
For COc1ccc(CCNC(=O)CCNC(=O)c2ccc(Cl)cc2)cc1OC the results were IDE inh 0, PHOSPHO1 block -9, MEKK3 PB1 HTS 106, p-CIP stab down 8, CHRM4 PAM 0, CRFR2-BP antag 5, IDE act 3, CRFBP-R2 agonist -1.5 and GalR3 antag -5.
O=C(COc1ccc(Oc2ccccc2)cc1)NCc1cn2ccccc2n1 was read as IDE inh -4, PHOSPHO1 block 20, MEKK3 PB1 HTS 96, p-CIP stab down -7, CHRM4 PAM -14, CRFR2-BP antag -3, IDE act -2, CRFBP-R2 agonist 0.8 and GalR3 antag 1.
Screening CCc1cc(=O)oc2c(C)c(OC(C)C(=O)NCCCn3ccnc3)ccc12 (stereo unspecified) returned IDE inh -3, PHOSPHO1 block 46, MEKK3 PB1 HTS 97, p-CIP stab down -4, CHRM4 PAM -8, CRFR2-BP antag -4, IDE act 0, CRFBP-R2 agonist -0.1 and GalR3 antag -4.

The last two records of the part before open the next one.
O=C(COc1ccc(Oc2ccccc2)cc1)NCc1cn2ccccc2n1 was read as IDE inh -4, PHOSPHO1 block 20, MEKK3 PB1 HTS 96, p-CIP stab down -7, CHRM4 PAM -14, CRFR2-BP antag -3, IDE act -2, CRFBP-R2 agonist 0.8 and GalR3 antag 1.
Screening CCc1cc(=O)oc2c(C)c(OC(C)C(=O)NCCCn3ccnc3)ccc12 (stereo unspecified) returned IDE inh -3, PHOSPHO1 block 46, MEKK3 PB1 HTS 97, p-CIP stab down -4, CHRM4 PAM -8, CRFR2-BP antag -4, IDE act 0, CRFBP-R2 agonist -0.1 and GalR3 antag -4.
For CCOc1cc(/C=C2/N=C(c3ccc(C(C)(C)C)cc3)OC2=O)cc(Cl)c1OS(C)(=O)=O the results were IDE inh -4, PHOSPHO1 block 18, MEKK3 PB1 HTS 98, p-CIP stab down 0, CHRM4 PAM -4, CRFR2-BP antag 8, IDE act 0, CRFBP-R2 agonist 1.7 and GalR3 antag -5.
Screening O=C(NCCO)c1cc([N+](=O)[O-])cc2c1C=Cc1ccccc1O2 returned IDE inh -12, PHOSPHO1 block 24, MEKK3 PB1 HTS 96, p-CIP stab down 4, CHRM4 PAM -5, CRFR2-BP antag 6, IDE act 7, CRFBP-R2 agonist 1.4 and GalR3 antag -4.
Screening COc1ccc(NS(=O)(=O)c2cccc(C(=O)NNC(=O)CNC(=O)c3ccc(C)cc3)c2)cc1 returned IDE inh 2, CHRM4 PAM 9, CRFR2-BP antag -1, IDE act -1, CRFBP-R2 agonist 1.1 and GalR3 antag -4.
Screening CCC(C(=O)OCC(=O)Nc1ccc(C(=O)Nc2ccc(OC)cc2)cc1)c1ccccc1 (stereo unspecified) returned IDE inh -2, PHOSPHO1 block -5, MEKK3 PB1 HTS 97, p-CIP stab down -4, CHRM4 PAM -15, CRFR2-BP antag -9, IDE act -1, CRFBP-R2 agonist -1.0 and GalR3 antag -3.
O=C(CNC(=O)c1ccco1)OCc1cccc(Cl)c1 was read as IDE inh 0, PHOSPHO1 block 18, MEKK3 PB1 HTS 100, p-CIP stab down -6, CHRM4 PAM 0, CRFR2-BP antag -24, IDE act -2, CRFBP-R2 agonist -0.4 and GalR3 antag -5.
`CN1CCN(Cc2c(C(=O)N/N=C/c3cccc(Br)c3)nnn2-c2nonc2N)CC1` gave IDE inh 3, PHOSPHO1 block 22, MEKK3 PB1 HTS 97, p-CIP stab down -3, CHRM4 PAM 0, CRFR2-BP antag -13, IDE act -3, CRFBP-R2 agonist 1.8 and GalR3 antag -3.
Screening Cc1cc(C)c2oc(C(=O)Nc3ccc(S(=O)(=O)N4CCC(C)CC4)cc3)cc(=O)c2c1 returned IDE inh 0, PHOSPHO1 block 4, MEKK3 PB1 HTS 96, p-CIP stab down -4, CHRM4 PAM 1, CRFR2-BP antag -77, IDE act 1, CRFBP-R2 agonist 36 and GalR3 antag -6.
`CCOc1ccc(NS(=O)(=O)c2ccc(C(=O)NCC3CCCO3)cc2)cc1` (stereo unspecified) gave CHRM4 PAM -2, CRFR2-BP antag -14, CRFBP-R2 agonist 3.4 and GalR3 antag 2.
`CCOC(=O)C1=C(C)N(C)C(=O)NC1c1ccccc1OC` (stereo unspecified) gave IDE inh 7, PHOSPHO1 block 10, MEKK3 PB1 HTS 104, p-CIP stab down -10, CHRM4 PAM -3, CRFR2-BP antag 5, IDE act 2, CRFBP-R2 agonist -1.8 and GalR3 antag -6.
For Cc1ccc(CC(CC(=O)NCCc2ccc3c(c2)OCO3)C(=O)O)cc1 (stereo unspecified) the results were IDE inh -1, PHOSPHO1 block 1, MEKK3 PB1 HTS 85, p-CIP stab down -11, CHRM4 PAM 11, CRFR2-BP antag -7, IDE act 0, CRFBP-R2 agonist 2.1 and GalR3 antag -5.
COC(=O)[C@@H]1C[C@@]2(O)[C@H](O)[C@H](O)[C@H](O)C[C@H]2N1Cc1cccc2ccccc12 was read as IDE inh 6, PHOSPHO1 block 22, MEKK3 PB1 HTS 108, p-CIP stab down -8, CHRM4 PAM 3, CRFR2-BP antag 7, IDE act -3, CRFBP-R2 agonist -1.2 and GalR3 antag -7.
Screening Clc1ccc(-n2c(SC/C=C/c3ccccc3)nnc2-c2cccnc2)cc1 returned IDE inh 11, PHOSPHO1 block 28, MEKK3 PB1 HTS 91, p-CIP stab down 12, CHRM4 PAM 1, CRFR2-BP antag 20, IDE act -26, CRFBP-R2 agonist -2.6 and GalR3 antag -7.
For O=C(CN1C(=O)S/C(=C\C=C\c2ccccc2)C1=O)Nc1ccc(O)cc1 the results were IDE inh 2, PHOSPHO1 block 2, MEKK3 PB1 HTS 101, p-CIP stab down -3, CHRM4 PAM 6, CRFR2-BP antag 21, IDE act 5, CRFBP-R2 agonist 0.5 and GalR3 antag -10.
`CCN(CC)Cc1c(NC(=O)c2ccccc2)sc(C)c1C` gave IDE inh 3, PHOSPHO1 block 4, MEKK3 PB1 HTS 90, p-CIP stab down 2, CHRM4 PAM 16, CRFR2-BP antag -1, IDE act 7, CRFBP-R2 agonist 1.6 and GalR3 antag -3.
`COc1ccccc1CN1CC(C(=O)NCCn2nc(C)cc2C)CCC1=O` (stereo unspecified) gave PHOSPHO1 block 37, MEKK3 PB1 HTS 104, p-CIP stab down -18, CHRM4 PAM -4, CRFR2-BP antag 8, IDE act 4, CRFBP-R2 agonist 0.0 and GalR3 antag -3.
Screening CCOCC(=O)NCc1ccc2c(c1)cc(C)n2C returned IDE inh -1, PHOSPHO1 block 20, MEKK3 PB1 HTS 100, p-CIP stab down -8, CHRM4 PAM 3, CRFR2-BP antag 20, IDE act 5 and CRFBP-R2 agonist -6.5.
CCc1nn(C(C)C(=O)NCCN2CCCCCC2)c(=O)c2cc3occc3n12 (stereo unspecified) was read as IDE inh 5, PHOSPHO1 block 34, MEKK3 PB1 HTS 97, p-CIP stab down 0, CHRM4 PAM -5, CRFR2-BP antag -2, IDE act 1, CRFBP-R2 agonist 2.4 and GalR3 antag -1.
CC(=O)Nc1ccc(Oc2ccc3c(c2)C(=O)NC3=O)cc1 was read as IDE inh 4, PHOSPHO1 block -1, MEKK3 PB1 HTS 105, p-CIP stab down -4, CHRM4 PAM -2, CRFR2-BP antag 4, IDE act 4, CRFBP-R2 agonist -0.5 and GalR3 antag -8.
Screening CCNC(=S)N1CCCC(C(N)=O)C1 (stereo unspecified) returned IDE inh -2, PHOSPHO1 block 34, MEKK3 PB1 HTS 89, p-CIP stab down -6, CHRM4 PAM 0, CRFR2-BP antag -13, IDE act 4, CRFBP-R2 agonist 3.8 and GalR3 antag -3.
`O=C(NCc1cc(C(F)(F)F)cc(C(F)(F)F)c1)C1CC(c2ccc(C(F)(F)F)cc2)=NO1` (stereo unspecified) gave IDE inh 0, MEKK3 PB1 HTS 97, CHRM4 PAM 3, CRFR2-BP antag -8, IDE act -6, CRFBP-R2 agonist 7.0 and GalR3 antag -6.
CCOC(=O)C1=C(C)N=c2s/c(=C/c3ccc(OCC(=O)O)cc3)c(=O)n2C1c1ccc(F)cc1 (stereo unspecified) was read as IDE inh 12, PHOSPHO1 block -8, MEKK3 PB1 HTS 98, p-CIP stab down 3, CHRM4 PAM 2, CRFR2-BP antag -5, IDE act -2, CRFBP-R2 agonist 2.6 and GalR3 antag -10.
N#Cc1ccc(Cn2c(-c3ccc(F)cc3)noc2=O)cc1 was read as IDE inh 7, PHOSPHO1 block 13, MEKK3 PB1 HTS 101, p-CIP stab down -7, CHRM4 PAM -2, CRFR2-BP antag -27, IDE act 4, CRFBP-R2 agonist 2.0 and GalR3 antag -3.
Screening CC(=O)c1cccc(NC(=O)c2ccc(OCc3c(C)noc3C)cc2)c1 returned IDE inh -5, CHRM4 PAM 12, CRFR2-BP antag 6, IDE act -1, CRFBP-R2 agonist 1.6 and GalR3 antag -6.
`COCCN(C(=O)COC(=O)CCc1c[nH]c2ccccc12)c1c(N)n(Cc2ccccc2)c(=O)[nH]c1=O` gave IDE inh 0, CHRM4 PAM 4, CRFR2-BP antag -13, IDE act 0, CRFBP-R2 agonist 1.0 and GalR3 antag -3.
For Cc1ccc(OCCC(=O)OC(C)C(=O)NC2CC2)cc1 (stereo unspecified) the results were IDE inh 2, CHRM4 PAM -4, CRFR2-BP antag 13, IDE act 3, CRFBP-R2 agonist -1.2 and GalR3 antag -5.
`Cc1ccc(CN(C(=O)C(F)(F)F)C(C(=O)NC2CCCCC2)c2ccco2)cc1` (stereo unspecified) gave IDE inh 5, PHOSPHO1 block -5, MEKK3 PB1 HTS 96, p-CIP stab down -2, CHRM4 PAM -5, CRFR2-BP antag -22, IDE act 7, CRFBP-R2 agonist 2.0 and GalR3 antag -8.
